Screening results: PubChem, National Center for Advancing Translational Sciences (NCATS)
HP1b binding inh: blocks HP1-beta chromodomain binding to methylated histone tails; P83916; AlphaScreen HP1-beta / biotin-H3K9me3 peptide binding; Potency, µM (top dose mostly 114 µM), inactives show at the top dose activity change, negative = inhibition, most hits filed as inhibitors; actives 0.56% (n = 390,000); AID 540317; also: nearly all actives have a fitted effect of over 70% in size; inactives centre near 23
Target sequence (P83916 whole entry, looked up): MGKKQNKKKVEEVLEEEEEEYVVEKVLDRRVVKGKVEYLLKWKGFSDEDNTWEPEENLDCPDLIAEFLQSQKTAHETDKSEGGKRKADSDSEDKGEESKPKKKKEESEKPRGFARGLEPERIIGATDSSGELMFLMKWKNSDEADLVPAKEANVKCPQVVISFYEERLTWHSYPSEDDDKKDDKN
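Compound inhibition of the preformed complex between 50 nM HP1-beta and 50 nM biotinylated H3K9me3 peptide was read by AlphaScreen. Buffer was PBS pH 7.4 with 0.01% Tween-20. Incubations ran 30 min at room temperature, with 10 ug/mL donor/acceptor beads.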
GLS inhibitor: inhibitors of human glutaminase (GLS). actives 0.21% (n = 410,000). GLS enzymatic activity, qHTS titration. Potency, µM (series often up to 45.5 µM), without a hit: at the top dose activity change, negative = inhibition, actives largely listed as inhibitors; also: % is scaled to controls: 0 for no effect and ±100 for the full control effect
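Glutamate formation by hKGA was monitored fluorometrically using coupled glutamate oxidase, HRP and Amplex Red. Substrate was added as 1 mM L-glutamine solution; incubation was 30 min at RT after an initial read.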
JMJD2A Tudor: inhibitors of human JMJD2A Tudor domain; actives 4.4% (n = 390,000); AlphaScreen JMJD2A-Tudor / H3K4me3 peptide binding; AID 504339; O75164; Potency, µM (titrated, usually from 114 µM), without a hit: top-dose activity change, negative = inhibition, hits mostly inhibitors; also: % is scaled to controls: 0 for no effect and ±100 for the full control effect; nearly all actives have a fitted effect of over 50% in size
12-LOX inh: blocks human arachidonate 12S-lipoxygenase; Potency, µM (doses to about 108 µM), for the others: top-dose activity change, negative = inhibition, usual class: inhibitors; actives 1.1% (n = 580,000); purified 12hLO, xylenol orange hydroperoxide absorbance; P18054; AID 1671190; also: % is scaled to controls: 0 for no effect and ±100 for the full control effect
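Purified human 12hLO (150 nM final) in 25 mM Hepes, 0.01% Triton X-100, pH 7.0 was preincubated 15 min at room temperature with compound. Then 40 uM arachidonic acid was added, 30 min. Hydroperoxide was read by Fe-XO absorbance ratio 573/405 nm.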
ERG-DNA inh: inhibitors of human ERG Ets domain-DNA interaction | P11308 | fluorescence polarization, His-ERG Ets domain / labelled DNA | Potency, µM (top dose mostly 76.9 µM), for the others: at the highest dose FP activity, negative = inhibition, usual class: inhibitors | actives 0.028% (n = 370,000) | AID 624246; active = well fitted inhibition curve with a large enough effect in the polarisation, with a control signal flat; inconclusive = small, poorly fitted or top-dose-only effect, or effect the other way, or a change in a side signal; inactive = no such curve, though single readings can be large or run the other way; the % refers to the polarisation;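 also: polarization taken with two DNA probes labelled with fluorescein and Texas red; % of control where 0% means no effect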
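His-tagged ERG Ets domain (1 uM in the protein solution; 300mM KCl, 50mM Tris-HCl, 1mM EDTA, 1mM DTT, pH 7.5) received compound, then a probe mix of 5 nM fluorescein-DNA and 100nM Texas-615-DNA. Fluorescence polarization was read for both dyes.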
Pin1 inh: human Pin1 inhibition; Q13526; Pin1 FP peptide displacement, HiFluor488, 10 min; Potency, µM (titrated, usually from 115 µM), for inactives: top-dose activity, negative = inhibition, usual class: inhibitors; actives 0.009% (n = 390,000); active = well fitted inhibition curve with a large enough effect in the polarisation, with a control signal flat, not every such curve was filed as active; inconclusive = small, poorly fitted or top-dose-only effect, or effect the other way, or a change in a side signal; inactive = no such curve, though single readings can be large or run the other way; the % refers to the polarisation; also: % is scaled to controls: 0 for no effect and ±100 for the full control effect
Target sequence (Q13526 whole entry, looked up): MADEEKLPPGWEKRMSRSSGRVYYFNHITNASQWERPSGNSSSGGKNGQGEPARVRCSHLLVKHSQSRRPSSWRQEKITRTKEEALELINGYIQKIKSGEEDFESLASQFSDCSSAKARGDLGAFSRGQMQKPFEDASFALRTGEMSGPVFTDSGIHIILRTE
Tb PGK inh: T. brucei PGK inhibition. PGK/GAPDH coupled, Kinase-Glo luminescence, 60 min. Potency, µM (series often up to 57.5 µM), for the others: top-dose activity change, negative = inhibition, actives largely listed as inhibitors. actives 0.043% (n = 380,000); also: % is scaled to controls: 0 for no effect and ±100 for the full control effect; nearly all actives have a fitted effect of over 60% in size
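Luminescent ATP detection (Kinase-Glo Plus) follows a 60-minute room-temperature incubation, with wells lacking PGK as controls. Buffer: 100 mM TEA (pH 7.6), 5 mM MgCl2, 0.01% Tween-20. Coupling enzyme GAPDH (100 nM final) supplies unstable 1,3-BPG in-well.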
TrxR1 inh: rat TrxR1 inhibition; O89049; recombinant rTrxR1, NADPH fluorescence consumption, selenite substrate; Potency, µM (top dose mostly 114 µM), for the others: at the top dose activity change, negative = inhibition, usual class: inhibitors; actives 1% (n = 390,000); also: % is scaled to controls: 0 for no effect and ±100 for the full control effect; nearly all actives have a fitted effect of over 65% in size
Target sequence (O89049 whole entry, looked up): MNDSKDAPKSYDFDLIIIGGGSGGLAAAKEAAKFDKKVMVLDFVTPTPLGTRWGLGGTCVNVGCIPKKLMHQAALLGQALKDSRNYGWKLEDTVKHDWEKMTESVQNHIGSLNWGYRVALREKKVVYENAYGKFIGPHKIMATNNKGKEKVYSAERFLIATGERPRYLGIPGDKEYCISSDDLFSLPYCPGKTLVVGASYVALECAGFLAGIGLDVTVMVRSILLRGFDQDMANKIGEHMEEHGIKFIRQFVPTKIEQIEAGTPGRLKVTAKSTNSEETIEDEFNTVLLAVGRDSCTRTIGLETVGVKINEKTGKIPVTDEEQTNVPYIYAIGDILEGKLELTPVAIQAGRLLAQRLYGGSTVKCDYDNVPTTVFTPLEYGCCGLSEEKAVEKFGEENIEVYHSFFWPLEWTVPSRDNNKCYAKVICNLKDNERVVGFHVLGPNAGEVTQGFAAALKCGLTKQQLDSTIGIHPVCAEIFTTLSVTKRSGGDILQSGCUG
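Rat TrxR1 (90 nM in the dispensed reagent) was pre-reduced with 400 uM NADPH for 5 min at room temperature, then incubated with compound for 15 min. After 400 uM selenite was added, NADPH fluorescence (Ex 340/Em 450 nm) was followed for 8 min.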
RGS4 inhibitor: inhibitors of human regulator of G protein signaling 4; P49798; actives 0.039% (n = 390,000); Transcreener GDP fluorescence polarization, RGS4-accelerated GTP hydrolysis; Potency, µM (doses to about 114 µM), inactives show at the highest dose activity change, negative = inhibition, usual class: inhibitors; also: % is scaled to controls: 0 for no effect and ±100 for the full control effect; nearly all actives have a fitted effect of over 75% in size; some results filed as inactive show a strong effect at the top dose
Target sequence (P49798 whole entry, looked up): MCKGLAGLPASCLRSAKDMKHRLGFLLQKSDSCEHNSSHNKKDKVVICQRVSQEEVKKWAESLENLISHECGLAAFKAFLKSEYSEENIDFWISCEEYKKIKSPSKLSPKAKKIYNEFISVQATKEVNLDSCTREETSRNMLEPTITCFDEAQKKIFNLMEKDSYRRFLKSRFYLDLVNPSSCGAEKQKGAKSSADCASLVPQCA
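MLSMR compounds (23 nl, pin-transferred) preincubated 10 min at room temperature with a 500nM (2x) first reagent, then RGS4 at 900nM (2x) plus Transcreener GDP mix added; fluorescence polarization (620/688 nm) read before and after 90 min at 30 °C.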
* = called active by the depositor; i = inactive; ? = inconclusive; . = no result given; & = joins results of further samples; [ ] = dose if it differs, or a comment. Unless noted, calls follow the shape of the dose curve; as a rule, active = well fitted curve in the direction sought with a large enough effect; inconclusive = small, poorly fitted or top-dose-only effect, or another doubt; inactive = no such curve, though single readings can be large; an effect the other way counts as inactive or inconclusive. Potency is read from the fitted curve at half-maximal effect. Not all compounds are listed; count on the stated rates, not on these rows.

SMILES	HP1b binding inh	GLS inhibitor	JMJD2A Tudor	12-LOX inh	ERG-DNA inh	Pin1 inh	Tb PGK inh	TrxR1 inh	RGS4 inhibitor
O=C(c1cccs1)N1CCN(S(=O)(=O)Cc2ccccc2)CC1	38%	3%	10%[57.1 µM]	0%	1%	-3%	-3%	20%[57.1 µM]	7%[11.4 µM]
COC(=O)c1ccccc1N=Nc1c(C)n[nH]c1C	17%	-6%	-16%	-3%	-4%	-2%	-9%	5%	-4%
Cc1ccc2c(c1)c1c3n2CC(=C2C(=O)OC(C)(C)OC2=O)NC3CCC1 (centres undefined)	-17%	8%	?	11µM*	.	?	.	-11%	-18%
COc1cc(OC)nc(N/N=C(\c2ccccc2)c2ccncc2)n1	-1%	8%	?	-19%	-27%	1%	-7%	-4%	-13%
CN(Cc1ccccc1)C(=O)COC(=O)c1ccc(Br)o1	10%	17%	-5%	1%	-5%	0%	6%	-11%	34%
COC(=O)CCCn1nc(NC(=O)COc2ccc(F)cc2)cc1C	10%	-7%	-8%	-17%	0%	5%	2%	31%[activator][57.1 µM]	-5%
Cc1cc2cc(CNS(=O)(=O)c3ccc4ccccc4c3)ccc2n1C	-6%	2%	?	3%[57.4 µM]	?	-16%	-3%	18%[57.1 µM]	3%
COc1ccc(C(=O)N/C(=C\c2ccccc2)C(=O)N2CCOCC2)cc1	21%	1%	-1%	-21%	-8%	-5%	3%	-14%	9%
CCOC(=O)CC1=C(C(=O)OCC)C(c2ccncc2)C(C#N)=C(N)O1 (centres undefined)	35%	11%	-4%	0%	-10%	-13%	16%	-3%[57.1 µM]	1%
CC(C)(C)c1nc2ccccc2c2nnc(SCC(=O)Nc3nccs3)n12	4%	-4%	-6%	12%	.	2%	.	31%[57.1 µM]	9%
O=C(CSc1nc(=O)n(Cc2ccco2)c2c1CCC2)Nc1cccc(F)c1	5%	0%	-25%	-27%	0%	0%	i	19%[57.1 µM]	5%
Cc1ccc(S(=O)(=O)NC(=O)c2cc(C)n(CCCN3CCOCC3)c2C)cc1	33%	-5%	-5%	-8%	6%	-2%	-7%	-15%	-11%
O=C(Nc1cc(C(F)(F)F)ccc1Cl)C(Sc1cccc[n+]1[O-])c1ccccc1 (centres undefined)	6%	-2%	?	-11%	-2%	7%	-10%	3%	-41%
COc1cccc(CNC(=O)CN2C(=O)N(c3c(C)cccc3C)S(=O)(=O)c3ccccc32)c1OC	23%	1%	-12%	-23%	-1%	10%	0%	18%[57.1 µM]	24%
Cc1c(C(=O)Nc2c3c(nn2C(C)(C)C)CS(=O)(=O)C3)cccc1[N+](=O)[O-]	21%	35%[activator]	?	-5%	0%	-6%	i	27%[57.1 µM]	-58%[56.9 µM]
CC(C)c1nn2c(N)c(/C=C3\C=Nc4ccccc43)c(=O)nc2s1	10%	0%	-15%	161%[activator]	-9%	?	-2%	-5%[57.1 µM]	-16%
COc1ccc(NC(=O)OCCN2CCN(Cc3ccccc3)CCC2=O)cc1	35%	1%	-15%	18%	1%	9%	0%	4%	15%
CN(C)S(=O)(=O)c1ccc(N2CCCC2)c(C(=O)N2CCN(S(=O)(=O)c3cccc(F)c3)CC2)c1	-17%	1%	-24%	1%	19%	22%	3%	11%	-12%
CCOC(=O)C1(CC2CCCCO2)CCN(Cc2c(C)cc(C)cc2-n2cccn2)CC1 (centres undefined)	33%	-2%	3%	0%	2%	3%	-7%	17%	4%
CCCCNC(=O)N(O)C1N(/N=C/c2ccco2)C(=S)SC1(C)C (centres undefined)	52%[activator]	-3%	4%	187%[activator]	-6%	-8%	-4%	?	-15%
CCCCS(=O)(=O)C(=C1Nc2ccccc2N1)S(=O)(=O)CCCC	16%	8%	-20%	21%	11%	1%	-11%	-7%	11%
O=C(NC(=S)NC1CCCCC1)c1ccc(F)cc1	1%	9%	-35%	?	6%	-3%	-7%	?	-42%
CCN(CC)S(=O)(=O)c1ccc(/C=C/C(=O)OCC(=O)c2c(N)n(C)c(=O)n(C)c2=O)cc1	11%	0%	-23%	-5%	-1%	2%	-6%	14%[57.1 µM]	-19%
Cc1ccc(OCCNC(=O)c2ccc3ccccc3n2)cc1	87%[activator]	-18%	66%[activator]	-26%&14%	0%	?	5%	31%	16%
O=C(CN1CCOCC1)Nc1ccc(Oc2ccc(NC(=O)CN3CCOCC3)cc2)cc1	24%	2%	-4%	16%	-4%	-5%	-5%	13%	-14%

Shown as labelled records: part of the list above.
compound: Cc1ccc2c(c1)c1c3n2CC(=C2C(=O)OC(C)(C)OC2=O)NC3CCC1 (centres undefined)
  HP1b binding inh: -17%; GLS inhibitor: 8%; JMJD2A Tudor: ?; 12-LOX inh: 11µM*; ERG-DNA inh: .; Pin1 inh: ?; Tb PGK inh: .; TrxR1 inh: -11%; RGS4 inhibitor: -18%
compound: COc1cc(OC)nc(N/N=C(\c2ccccc2)c2ccncc2)n1
  HP1b binding inh: -1%; GLS inhibitor: 8%; JMJD2A Tudor: ?; 12-LOX inh: -19%; ERG-DNA inh: -27%; Pin1 inh: 1%; Tb PGK inh: -7%; TrxR1 inh: -4%; RGS4 inhibitor: -13%

The results go on.
SMILES	HP1b binding inh	GLS inhibitor	JMJD2A Tudor	12-LOX inh	ERG-DNA inh	Pin1 inh	Tb PGK inh	TrxR1 inh	RGS4 inhibitor
CCCCn1c(N)c(N(CCC(C)C)C(=O)COC(=O)c2cccnc2SC)c(=O)[nH]c1=O	17%	-6%	4%	6%	-1%	0%	-5%	-8%	-1%
O=C(Cn1nnc2ccccc2c1=O)Nc1cc(C(F)(F)F)ccc1N1CCOCC1	17%	15%	-14%	0%	3%	0%	2%	9%[57.1 µM]	-21%
Nc1c(Cl)cc(C2=NCCn3nc4ccccc4c32)cc1Cl	10%	-2%	-35%	-25%	-2%	1%	-1%	5%[57.1 µM]	0%
CCOc1ccc(S(=O)(=O)N2CCN(C(=O)c3cc(S(=O)(=O)N4CCOCC4)ccc3C)CC2)cc1	6%	5%	-21%	0%	-5%	-2%	-2%	-12%	5%
CC(C)(CO)N1CCN(C(=S)Nc2ccccc2)CC1	61%[activator]	17%	-7%	0%	-1%	1%	i	9%[2.29 µM]	-7%
Cc1cccc(-c2noc(-c3ccc(N4CCOCC4)c([N+](=O)[O-])c3)n2)c1	44%[activator]	-1%	-10%	0%	0%	8%	i	10%	2%
N/C(=N\OC(=O)Cc1cccs1)c1ccc(Br)cc1	112%[activator]	9%	93%[activator]	-11%	-13%	0%	-5%	-4%	8%
CCN(C(=O)CSc1nc(-c2ccc(C(C)C)cc2)no1)c1ccccc1	56%[activator]	-4%	39%[activator]	-21%	-2%	1%	-10%	6%[57.1 µM]	-1%
Cc1ccc([N+](=O)[O-])cc1NC(=O)C1CCN(S(C)(=O)=O)CC1	7%	7%	-8%	-17%	2%	-2%	3%	-4%	5%
CCOCCCNc1nc2c(C)cccn2c(=O)c1/C=C1\SC(=S)N(CC(C)C)C1=O	10%	10%	-11%	0%	0%	?	-1%	6%	19%
CN(CC(=O)NCC1CCCO1)S(=O)(=O)c1cc(Cl)ccc1Cl (centres undefined)	45%[activator]	-5%	3%	0%	13%	4%	i	-4%	-24%
O=S(=O)(c1ccccc1)N1CCCC1c1nc2ccccc2s1 (centres undefined)	48%[activator]	-14%	2%	0%	0%	-2%	0%	-15%	-13%
Cc1[nH]c(=O)c(C(=O)c2cc(Cl)ccc2O)cc1C(=O)O	28%	2%	-11%	-2%	9%	16%	-2%	8%[57.1 µM]	1%
COc1ccc(C(=O)NC(=S)Nc2ccc3c4c(cccc24)CC3)cc1OC	-5%	11%	-20%	?	3%	-1%	0%	?	-9%
CCN(C(=O)c1cccnc1SC)C12CC3CC(CC(C3)C1)C2	31%	-12%	8%	-27%	2%	-1%	i	3%	-31%
COc1ccc(CCNC(=O)COc2ccc(S(=O)(=O)N3CCOCC3)cc2)cc1	28%	4%	-9%	17%	.	0%	.	-1%	3%
CCCn1cc(S(=O)(=O)c2ccccc2)c(=O)c2cc(OCC)ccc21	74%[activator]	-12%	-20%	-22%	-3%	4%	0%	14%	-3%[56.9 µM]
Nc1nonc1C(=O)NCCc1ccccc1	74%[activator]	2%	-12%	-4%	6%	2%	i	15%	-31%
O=C(Cc1c(F)cccc1Cl)N1CCOCC1	34%	0%	3%	-16%	0%	0%	2%	23%	7%
Cc1ccc(Cn2nc(C)c(NC(=O)CSc3nc4c(c(C(F)(F)F)n3)CCc3ccccc3-4)c2C)cc1	21%	-9%	-9%	15%	0%	-1%	3%	4%	-20%
COCCNc1nc(N)c([N+](=O)[O-])c(Nc2ccc(F)cc2)n1	19%	3%	0%	-10%	-2%	-9%	2%	6%	-48%
CCC(C)C(NC(=O)OC(C)(C)C)C(=O)NC(CC(C)C)C(N)=O (centres undefined)	41%[activator]	-4%	-17%	0%	3%	?	-4%	13%	9%
Cc1c(Br)c([N+](=O)[O-])nn1CC(=O)Nc1cccc2nonc12	23%	6%	-17%	?	-1%	8%	-1%	4%[57.1 µM]	0%
O=C(CNC(=O)c1ccc(OC(F)F)cc1)Nc1cccc(S(=O)(=O)N2CCCC2)c1	13%	-3%	-27%	2%	8%	0%	-7%	-4%	-4%
Nc1nonc1-n1nnc(C(=O)N/N=C/c2ccc(Cl)cc2Cl)c1CN1CCOCC1	40%[activator]	9%	5%	-13%	4%	-1%	-3%	25%	7%
COc1ccc(NC(=O)Nc2ccc(OC)cc2)cc1	38%	1%	2%	7%	8%	-7%	-9%	1%	-6%
